# Bioassay records as filed in PubChem.
# Pf Dd2 growth: blocks in vitro growth of P. falciparum Dd2; 120,000 tested, 4.3% active; AID 1347417; Potency, µM (doses to about 28.9 µM), without a hit: at the highest dose activity, negative = inhibition, hits mostly inhibitors; P. falciparum Dd2 growth, SYBR Green, 72 h; active = well fitted inhibition curve with a large enough effect; inconclusive = small, poorly fitted or top-dose-only effect; inactive = no such curve, though single readings can be large or run the other way;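 also: plate controls were DMSO vehicle for no effect and reference drug for full effect; nearly all actives have a fitted effect of over 65% in size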
#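 Readout: SYBR Green fluorescence, 485 nm excitation, 535 nm emission, after ~16 h lysis at 37C. Before that, Dd2-infected red cells (2.5% hematocrit) grew 72 h with compound, 29 uM top final concentration.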
# * = called active by the depositor; i = inactive; ? = inconclusive; [ ] = another dose, or the depositor's remark. Potency is read from the fitted curve at half-maximal effect.
SMILES,Pf Dd2 growth
COCCCNC(=O)CSc1nc2cc3c(cc2c(=O)n1CCCC(=O)NCc1ccc2c(c1)OCO2)OCO3,4.6%
C=CCNC(=O)CCc1c(C)nn(-c2ccc(F)cc2)c1Oc1ccccc1,7.94µM*
CC1(C)C(=O)N(Cc2ccccc2)[C@H]2CN(Cc3cccc(C(=O)O)c3)C[C@H]2[S+]1(=O)[O-],33.0%[activator]
CCCCCNC(=O)c1ccc(Cn2ccn3nc4c(c3c2=O)CCCC4)cc1,-10.6%
COc1ccc(Nc2ncc(C(=O)Nc3cc(C)ccc3OC)c3ccccc23)cc1,-11.9%
COc1ccc(-n2ncc(C(=O)Nc3cccc(C(F)(F)F)c3)c2C2CCN(C(=O)OC(C)(C)C)CC2)cc1,?
COC(=O)N1CCc2nc(-c3ccc(OC)cc3)nc(-c3ccccc3)c2C1,i
CCCC(=O)N1Cc2ccccc2CC2(CCCCN2Cc2ccccn2)C1 (stereo not drawn),?
CN(CC1CCOCC1)C(=O)c1cccc(F)c1,37.5%[activator]
COC[C@@H]1[C@H](C(=O)N2CCc3ccccc32)CCC(=O)N1C,17.0%
CCOC(=O)N1CCC(NC(=O)c2ccc3c(c2)N(Cc2ccc(Cl)cc2)C(=O)c2ccccc2S3=O)CC1 (stereo not drawn),?
COCc1ncc(C)n1CCNC(=O)Nc1ccc(C)c(C)c1,i
COC(=O)CN1C(=O)[C@@H]2C[C@@H](O)CN2C2(CN(Cc3ccc(OC)cc3)C2)C1=O,42.4%[activator][44.1 µM]
Cc1noc([C@H]2CCN(CC3CC3)C[C@H]2NC(=O)C2CC2)n1,i[5.79 µM]
Cc1cc(CNC(=O)C2(C(N)=O)CC2)c2[nH]c(-c3ccccc3)c(C)c2c1,-23.3%
N#Cc1ccc(S(=O)(=O)N2CCCCCCNC(=O)[C@@H]3CCC[C@@H]32)cc1,?
COc1ccc(O[C@H]2COCCN(C(=O)c3cccnc3)C2)cc1,3.0%[44.1 µM]
COc1ccc(CNC(=O)C2CCN(C(=O)c3ncn4c3COC(c3ccc(C)cc3)C4)CC2)cc1 (stereo not drawn),i
COCCN1CCCCCC(O)c2cc(C(=O)Nc3cc(C)ccc3OC)ccc21 (stereo not drawn),-1.4%
CCC(=O)Nc1ccc(C2(C(=O)NC3CC3)CCCCC2)cc1,-19.1%
Cn1nnnc1SCCCNCc1ccc(-c2cccc(Cl)c2)o1,?
COc1ccc(C(=O)N[C@@H]2CCC[C@@H]2C(=O)NC2CCN(C)CC2)cc1,-17.0%
O=C(c1cccnc1)N1CCC2(CC1)CC(OCC1CC1)CCO2 (stereo not drawn),i
CC(C)(C)c1nnc2n1C(C(=O)N1CCCC1)CC2 (stereo not drawn),3.2%[44.1 µM]
Cc1nnc2n1CCC(N(C)C(=O)CCc1c[nH]c3ccccc13)CC2 (stereo not drawn),i
COc1ccc(Cl)cc1C(=O)N1CCC2(CC1)NC(=O)N(c1ccccc1Cl)N2,?
Cc1ccc(C)c(CN2C(=O)c3ccccc3S(=O)c3ccc(C(=O)N4CCCCC4)cc32)c1 (stereo not drawn),?
CCOc1ccc(C(=O)Nc2nnc(SCc3cc(=O)c4cc(C)ccc4[nH]3)s2)cc1,75.4%[activator]
Cc1ccc2[nH]c3c(c2c1)CCCC3NC(N)=O (stereo not drawn),-11.0%
COc1cccc(NC(=O)Cn2cccc2-c2nc(-c3ccc(OC)c(F)c3)no2)c1,?
CN(Cc1nccn1C)C(=O)C1CCC(=O)N(CCc2ccccn2)C1 (stereo not drawn),0.9%
Cn1c(NCc2cccc(Cl)c2)nc2ccccc21,?
CC(C)Oc1ccc2c(NC(=O)C3CCOC3)nn(CC(F)(F)F)c2c1 (stereo not drawn),1.6%
O=C(O)CCCC(=O)N1CCN2C(=O)c3cc(-c4ccco4)ccc3NC(=O)[C@@H]2C1,22.3%[44.1 µM]
CN(CCc1ccccn1)[C@@H]1[C@H](O)[C@H](CO)O[C@@H]1CNC(=O)Nc1ccc(OC(F)(F)F)cc1,i
O=C(Cc1cccc(F)c1)N1C[C@@H](CO)[C@H](c2ccccn2)C1,3.1%
CCC(=O)N1CCc2cc(S(=O)(=O)NCCC(=O)Nc3ccc(N(CC)CC)cc3C)ccc21,9.1%
COc1cccc(CNC(=O)C2CCc3sc(C(=O)N(C)C)cc3C2)c1 (stereo not drawn),0.1%
COc1ccc(C2Cn3nnc(-c4noc(CCc5ccccc5)n4)c3CO2)cc1 (stereo not drawn),i
CCN1CCN(c2cc(C)c3cc(NC(=O)c4ccccc4F)ccc3n2)CC1,?
COC[C@H]1CCCN1Cc1nc(C2(O)CCN(C3CCN(C)CC3)CC2)cs1,-8.1%[44.1 µM]
CCN(C1CCOCC1)C1CN(C(=O)c2ccco2)C1,4.5%
CN(C)C(=O)c1ccc(-c2ccc(N3CCCCCC3)nc2)cc1,i
O=C1NC(=NC2CCCCC2)C2(CCCN(CC3CCCCC3)C2)N1c1cc(F)cc(F)c1 (stereo not drawn),7.94µM*
Cc1cccc(-c2noc([C@@H]3Cc4nc[nH]c4CN3Cc3cccc(C#N)c3)n2)c1,?
CCOc1ccc(CCNC(=O)c2ccc3c(Cl)c4c(nc3c2)CCCC4)cc1,?
CCc1ccc(Nc2nc3ccccc3nc2NS(=O)(=O)c2ccccc2)cc1,24.6%
CCn1cc(S(=O)(=O)N2C[C@@H](Oc3cccnc3)C[C@H]2C(=O)NCCOC)cn1,16.6%
CCCC(=O)N1CCN(c2nc3ccc(F)cc3s2)CC1,i
Cc1ccc2oc(=O)c(-c3nc(-c4cccs4)no3)cc2c1,22.5%
Cc1nc2c(c(C)c1CCC(=O)NCc1ccccc1)c(=O)n(C)c(=O)n2C,-7.0%
COc1ccc(NC(=O)CCCN2C(=O)CCn3nc(-c4cn(C)c5ccccc45)cc32)cc1,-1.0%
COCCN1C(=O)c2cccn2CC1CNC(=O)Nc1ccc2c(c1)OCCO2 (stereo not drawn),?
COCCc1noc(-c2ccccc2OC2CN(C(=O)Nc3ccccc3)C2)n1,-21.6%
COc1ccccc1NC(=O)Cn1c(SCC(=O)N(C)c2ccccc2)nc2ccccc21,i
O=C(NCCc1cccc(F)c1)C1CC(=O)N(c2n[nH]c3ccccc23)C1 (stereo not drawn),-16.5%
CCC1Oc2ccc(NC(=O)C3CCCC3)cc2CN(Cc2ccc(F)cc2Cl)C1=O (stereo not drawn),-23.9%
O=C(c1ccc(CSc2nc3ccncc3n2Cc2cccc(F)c2)cc1)N1CCCCCC1,8.91µM*
CCCCC(=O)NC1CCN(c2cn[nH]c(=O)c2)CC1,2.82µM*
COc1cc(OC)c(NC(=O)Cn2c(=O)c(C(F)(F)F)nc3ccccc32)cc1Cl,2.4%
# New compounds follow
SMILES,Pf Dd2 growth
Cc1cnc(C(=O)N2CCN(C(=O)N3CC4CC(C3)[C@H]3CCCC(=O)N3C4)CC2)cn1 (stereo partly drawn),-4.1%
Cc1noc([C@H]2CCN(C(=O)COc3ccccc3)C[C@H]2NC(=O)C2CC2)n1,7.8%[5.79 µM]
Cc1c(C)n(C)c2ccc(C(=O)NCc3cccc(F)c3)cc12,0.2%
O=C(NC1CCCCC1)[C@@H]1Cc2nc[nH]c2CN1Cc1cc2ccccc2o1,?
CCOc1ccc(C(=O)Nc2ccc3oc(-c4ccc(C)cc4C)nc3c2)cc1Br,i
CN1CC(=O)N(C2CCCNCC2)Cc2c1ncnc2N1CCOCC1 (stereo not drawn),17.6%
Fc1ccc(C2Cn3cnc(-c4nc(-c5cccs5)no4)c3CO2)cc1 (stereo not drawn),-12.3%
COc1ccc(NC(=O)CC2Nc3ccccc3NC2=O)cc1 (stereo not drawn),-26.9%
CCOC(=O)c1sc2cccc(F)c2c1S(=O)(=O)N1CCN(c2cccc(Cl)c2)CC1,i
COc1cc2nc(NCC(C)c3ccccc3)n3nc(-c4ccccc4)nc3c2cc1OC (stereo not drawn),3.55µM*
Cc1ccc(CN2C(=O)C3(c4ccccc42)N(c2cccc(C(F)(F)F)c2)C(=O)CS3(=O)=O)cc1 (stereo not drawn),-18.0%
CCc1ccc(OCCCn2c(-c3ccc(Cl)cc3)nc3ccccc3c2=O)cc1,27.2%
COCc1cc(=O)n(CC(=O)N2CCN(c3ccc(F)cc3)CC2)c(N2CCOCC2)n1,-3.9%
Cn1cnc(S(=O)(=O)N2CCC(c3noc(-c4cnccn4)n3)C2)c1 (stereo not drawn),i[5.79 µM]
CN(Cc1ccccc1)C(=O)c1ccc2c(c1)NC(C)(CNCc1ccccc1)CO2 (stereo not drawn),i
COc1ccc(C(=O)N[C@@H](Cc2ccccc2)C(=O)N2CCCOCCNC(=O)CC2)cc1,6.1%
Cc1cc(Cl)ccc1OCc1cc(=O)n2c3c(sc2n1)CCCC3,24.5%
CN1C(=O)C(c2ccccc2)CC12CCN(C(=O)c1ccc(F)cc1F)CC2 (stereo not drawn),-12.2%
CCn1c(Cn2ccc3ccccc3c2=O)nnc1C1CC(N)C1 (stereo not drawn),-18.1%
Cc1cccn2c(CNC3CCC4(CCNCC4)CC3)cnc12,7.8%
Cc1ccc(C2=NC3(CCN(C(=O)COc4cccc(C)c4)CC3)ON2)cc1,-21.5%
C=CCCC(CN1CCCC1)Oc1cc(N2CCOCC2)ncn1 (stereo not drawn),-4.1%
COc1ccccc1OC(C)(C)C(=O)N1CC(C)(C)[C@@](C)(O)C1,-7.6%
COc1ccc2[nH]c3c(c2c1)CCNC31CCN(Cc2scnc2C)CC1,i
COc1ccc(CC(=O)N2Cc3ccccc3CC23CCCN([S+](C)(=O)[O-])C3)cc1 (stereo not drawn),1.9%
Cc1ccc2nc(CO[C@H]3CN(Cc4cnn(C)c4)C[C@H]3F)[nH]c2c1,-25.6%[44.1 µM]
CCOc1ccc(CC(=O)N2CCC(n3cc(-c4nc(C(C)C)no4)nn3)C2)cc1 (stereo not drawn),i
CCOC(=O)c1scc(-c2ccccc2)c1S(=O)(=O)N1CCN(c2ccc(Cl)cc2)CC1,?
COc1ccccc1CN1COc2ccc3c(C)cc(=O)oc3c2C1,7.08µM*
CCOc1ccc2nc(NC(=O)c3cccn(Cc4ccccc4)c3=O)sc2c1,-19.2%
CCC(C)Oc1ccccc1CN1CCC(CO)(CN2CCCC2)CC1 (stereo not drawn),?
O=C(Nc1ccc2ncnc(N3CCCCC3)c2c1)C1CCCCC1,i
O=C(Cc1cccc(F)c1)N1CCCN(c2cc(-c3ccc(Cl)cc3)[nH]n2)CC1,i
CC(=O)c1ccc(N2CCN(c3ccc4cc(S(=O)(=O)N5CCC(C)CC5)ccc4n3)CC2)cc1,14.4%
O=C(Cn1c(=O)n(-c2ccccc2)c(=O)c2c3c(sc21)CCC3)c1ccc(Br)cc1,10.0%
CCOc1ccccc1C(=O)NCC(=O)N1CCN(c2ccccn2)CC1,i
Cc1cccn2c(=O)c3cc(C(=O)NCC(C)C)sc3nc12,-12.3%
O=[S+]1([O-])NC2(CCCN(Cc3ccc(F)cc3)C2)CNc2ccccc21 (stereo not drawn),i
COCCc1noc([C@@H]2CN(C(=O)CC3=CCCCC3)C[C@H]2CO)n1,-12.7%
CCOc1ccc(NC(=O)Cn2c(C)cc3nc4n(c(=O)c32)CCC4)cc1,-2.9%
CC(=O)Nc1cc(-c2cc(C(=O)NCc3cccnc3)c3c(c2)N(C)CCO3)ccn1,-16.8%[44.1 µM]
N#Cc1ccc2nc(CO[C@H]3CN(C(=O)c4cccnc4)C[C@H]3F)[nH]c2c1,-19.8%[44.1 µM]
CO[C@H]1C(=O)N(C(C)C)[C@H]1C1CCN(S(=O)(=O)c2ccc3c(c2)OCCO3)CC1,-22.5%
CCOc1ccc(NC(=O)Cn2cc(C(=O)c3ccc(F)cc3)c(=O)c3cc4c(cc32)OCO4)cc1,?
COc1ccc(OC)c(S(=O)(=O)N2[C@H]3CC[C@@H]2c2cnc(C)nc2C3)c1,23.6%
CC(C)c1nc2c(c(-c3ccc(Cl)cc3)n1)CN([S+](=O)([O-])c1cccc(C(F)(F)F)c1)CC2,?
COc1cccc(-c2ccnc(-c3nnc(C)n3C3CCCCC3)c2)c1,-2.9%[44.1 µM]
COc1cccc(-c2ncc(CNC(=O)[C@H]3CC[C@@H](N)C3)s2)c1,16.4%
COc1ccc(C(=O)N2CCn3c(nn(-c4ccncc4)c3=O)C2)cc1,8.7%
Cc1cccc(CSc2nc3c(sc4ccccc43)c(=O)n2CCC(=O)NC(C)C)c1,-22.3%
Cc1cc(C(F)(F)F)nn1CCNC(=O)c1csc(-c2cccs2)n1,?
CCOc1ccc(S(=O)(=O)N2CCN(C3(CC)CCN(C(=O)NC)C3)CC2)cc1 (stereo not drawn),?
CCOCc1nc(C2CCCN(C(=O)c3ccccc3C)C2)no1 (stereo not drawn),24.3%

# Gathered by group: the compounds so far with a thiophene ring, fused or not (9)
SMILES,Pf Dd2 growth
COc1cccc(CNC(=O)C2CCc3sc(C(=O)N(C)C)cc3C2)c1 (stereo not drawn),0.1%
Cc1ccc2oc(=O)c(-c3nc(-c4cccs4)no3)cc2c1,22.5%
Fc1ccc(C2Cn3cnc(-c4nc(-c5cccs5)no4)c3CO2)cc1 (stereo not drawn),-12.3%
CCOC(=O)c1sc2cccc(F)c2c1S(=O)(=O)N1CCN(c2cccc(Cl)c2)CC1,i
CCOC(=O)c1scc(-c2ccccc2)c1S(=O)(=O)N1CCN(c2ccc(Cl)cc2)CC1,?
O=C(Cn1c(=O)n(-c2ccccc2)c(=O)c2c3c(sc21)CCC3)c1ccc(Br)cc1,10.0%
Cc1cccn2c(=O)c3cc(C(=O)NCC(C)C)sc3nc12,-12.3%
Cc1cccc(CSc2nc3c(sc4ccccc43)c(=O)n2CCC(=O)NC(C)C)c1,-22.3%
Cc1cc(C(F)(F)F)nn1CCNC(=O)c1csc(-c2cccs2)n1,?

# These rows are one share of the data. The share of hits here may be higher or lower than overall.
